Source: PubChem BioAssay
RBX1-CUL1 inh: inhibitors of human ROC1-CUL1 ubiquitin ligase activity | in vitro K48 di-Ub FRET, acceptor:donor ratio, 45 min | inhibition, % at 10 µM | 140,000 tested, 0.6% active; in the data active = inhibition above about 25%
Target sequence (P62877 whole entry, looked up): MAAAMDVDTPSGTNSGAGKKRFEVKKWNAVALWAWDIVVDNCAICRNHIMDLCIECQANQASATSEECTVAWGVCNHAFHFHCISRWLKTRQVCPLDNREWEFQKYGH
Target sequence (Q13616 whole entry, looked up): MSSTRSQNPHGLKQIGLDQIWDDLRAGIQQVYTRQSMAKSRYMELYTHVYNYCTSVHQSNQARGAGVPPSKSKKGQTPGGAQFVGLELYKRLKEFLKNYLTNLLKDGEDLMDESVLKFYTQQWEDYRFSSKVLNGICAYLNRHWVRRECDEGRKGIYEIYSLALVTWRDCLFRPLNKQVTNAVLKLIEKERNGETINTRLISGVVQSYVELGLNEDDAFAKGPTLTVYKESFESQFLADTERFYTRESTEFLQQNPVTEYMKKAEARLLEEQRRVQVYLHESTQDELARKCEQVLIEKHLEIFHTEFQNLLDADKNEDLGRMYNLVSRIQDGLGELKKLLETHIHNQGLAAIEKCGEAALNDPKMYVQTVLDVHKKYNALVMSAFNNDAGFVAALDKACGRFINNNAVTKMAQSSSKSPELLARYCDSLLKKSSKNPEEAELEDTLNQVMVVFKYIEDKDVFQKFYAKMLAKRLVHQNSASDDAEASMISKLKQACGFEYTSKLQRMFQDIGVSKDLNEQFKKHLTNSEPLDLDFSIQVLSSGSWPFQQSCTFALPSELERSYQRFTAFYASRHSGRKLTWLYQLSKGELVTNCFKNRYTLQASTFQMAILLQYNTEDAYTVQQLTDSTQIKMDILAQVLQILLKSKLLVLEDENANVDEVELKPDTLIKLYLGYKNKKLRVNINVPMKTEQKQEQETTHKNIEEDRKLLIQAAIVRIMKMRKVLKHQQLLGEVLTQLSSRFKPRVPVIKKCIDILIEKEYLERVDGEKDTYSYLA
Starred values were filed as active, the others as inactive. Only part of the results is shown (hit frequency here may not be typical).

SMILES	RBX1-CUL1 inh
CCOC(=O)c1c(Cl)nc2ccccc2c1Cl	-10
COc1cc(Cl)c(S(=O)(=O)Oc2ccc(C)cc2C)cc1Cl	6
COc1ccc2cc(CNc3ccc(C)cc3)c(=O)n(CC(=O)Nc3ccc(C)cc3Cl)c2c1	-1
CC(=O)NCCNc1nc2c(-c3ccc(C)cc3)nnn2c2ccccc12	13
CCC(C)C(=O)Nc1cccc(SC)c1 (stereo not given)	-2
O=C(CN1CCN(Cc2ccc3c(c2)OCO3)CC1)NC1CCCCCC1	5
COc1cccc(N2CCN(C(=O)Cn3nc(C)n4c(cc5c(OC)cccc54)c3=O)CC2)c1	1
CC(C)(C)n1cnc2cc(N)ccc21	-5
O=C(Nc1cccc(N2CCCC2)c1)c1cccc(Br)c1	3
Cc1noc(C)c1C(=O)NCc1ccc(Cl)c(Cl)c1	0
CC(C)(O)C#Cc1ccc(C(=O)NC2CC(=O)N(CC(C)(C)C)C2)o1 (stereo not given)	-2
O=c1[nH]c(O)c(N=Nc2cccc([N+](=O)[O-])c2)c(=O)[nH]1	4
C=CCC(C(=C)C)S(=O)(=O)c1ccc(C)cc1 (stereo not given)	-8
CCn1c(SCC(=O)Nc2ccc(N3CCOCC3)c(Cl)c2)nnc1-c1ccc(N)cc1	7
CC1CCN(C(=O)CSc2nc(-c3ccccc3)no2)CC1	-3
CCOc1ccc(N(C)S(=O)(=O)c2ccc3c(c2)C(=O)C(C(=O)NCc2ccccc2)C=N3)cc1 (stereo not given)	9
Cc1cccc(C(=O)NCc2nnc(SCC(=O)Nc3ccccc3F)n2-c2ccccc2)c1	0
Cc1ccc(C)c(N=Cc2cc(Br)cc(Br)c2O)c1	-7
CCn1cc(C(=O)Nc2ccc(OC)c(Cl)c2)cn1	-1
CCc1ccc(S(=O)(=O)N2CCCC(CNC(=O)c3cccnc3)C2)s1 (stereo not given)	3
COc1ccc(-c2nc3scc(CCNS(=O)(=O)c4cccs4)n3n2)cc1	3
O=C(NNC(=S)Nc1cccc(Cl)c1)c1ccccc1OC(F)F	-5
CC(C(=O)Nc1ccccc1Br)c1cccc(C(=O)c2ccccc2)c1 (stereo not given)	4
CN(C)C(=O)c1ccccc1SC1CCc2ccccc2C1 (stereo not given)	14
Cc1cccc(CNC(=O)C2CCCN(S(=O)(=O)c3cn(C)cn3)C2)c1 (stereo not given)	4
COCCOC1CCN(c2nncc(-c3ccc(C)o3)n2)CC1	3
CCCCOc1ccccc1NC(=O)c1ccc(F)cc1	10
Cc1ccccc1NC(=O)c1ccc(-c2ccc(C(=O)Nc3ccccc3C)cc2)cc1	6
CCSC1=N/C(=C2\Sc3ccccc3N2C)C(=O)S1	0
CC1=NC(=O)CC(c2ccc(Cl)cc2)C1C(=O)OCC1CCCCC1 (stereo not given)	4

Individual results from above.
RBX1-CUL1 inh result of COc1ccc(-c2nc3scc(CCNS(=O)(=O)c4cccs4)n3n2)cc1 is entered as 3
RBX1-CUL1 inh result of Cc1ccccc1NC(=O)c1ccc(-c2ccc(C(=O)Nc3ccccc3C)cc2)cc1 is entered as 6
RBX1-CUL1 inh result of O=C(NNC(=S)Nc1cccc(Cl)c1)c1ccccc1OC(F)F is entered as -5
RBX1-CUL1 inh result of CCCCOc1ccccc1NC(=O)c1ccc(F)cc1 is entered as 10
RBX1-CUL1 inh result of CCSC1=N/C(=C2\Sc3ccccc3N2C)C(=O)S1 is entered as 0

New compounds follow
SMILES	RBX1-CUL1 inh
CC(C)=CCOC(=O)Nc1ccccc1	-7
COc1ccc(C(=O)CSc2nnc(COc3cccc4ccccc34)o2)cc1	-7
CC(=O)Nc1ccc(NC(=O)c2csnn2)cc1	-7
Cc1cccc(C(=O)Nc2nc3c(C)cccc3s2)c1	-3
CC(C)N1CCC(NC(=O)Cc2c(Cl)cccc2Cl)CC1	2
COc1ccccc1N(CC(=O)NCCSCc1cccc(Cl)c1)S(C)(=O)=O	-2
CCCCCCc1cc2cc(-c3nc(-c4ccc(Cl)cc4)cs3)/c(=N/O)oc2cc1O	7
CCCCS(=O)C1CCCCC1OC(=O)c1ccccc1 (stereo not given)	-7
COc1ccc(-n2ncc(C(=O)N3CCc4ccccc4C3)c2C2CCN(C(=O)OC(C)(C)C)CC2)cc1	-4
Cc1ccc(S(=O)(=O)Cc2cn[nH]c2)cc1	1
O=C(CCCCn1c(=O)c2ccccc2n(Cc2cccc(Cl)c2)c1=O)NCc1ccc2c(c1)OCO2	-11
Cc1ccccc1CC(C1CCN(C(=O)C(C)Oc2ccccc2)CC1)N(C)C(=O)Cn1cccn1 (stereo not given)	17
Cc1ccc(-c2onc(C)c2C)cc1S(=O)(=O)NC1CCC(C)CC1 (stereo not given)	1
COc1ccc(CC(=O)NCC2COc3ccccc3O2)cc1OC (stereo not given)	13
COc1cccc(-c2ccc(NC(=O)C3CCCN3C(=O)C3(C(N)=O)CC3)cc2)c1 (stereo not given)	-2
COc1ccc(CNCc2ccccc2C)cc1OCC(O)CN1CCN(C)CC1 (stereo not given)	18
CC(=O)c1ccc(Nc2nc(-c3ccccc3)nc3ccccc23)cc1	17
Cc1nn2cc(CCNC(=O)c3ccc(C4CCCN4)s3)nc2s1 (stereo not given)	0
CCOC(=O)NNC(=O)C1CCC(C)CC1 (stereo not given)	-9
Cc1ccc(OC(C)C(=O)Nc2ccc(S(=O)(=O)Nc3nccs3)cc2)c(C)c1 (stereo not given)	-1
C[n+]1cccc2[nH]c3cccnc3c21	4
O=C1Nc2ccc(S(=O)(=O)Nc3ccc(O)cc3)c3cccc1c23	0
CN(Cc1ccc2nonc2c1)[C@@H]1c2ccccc2C2(CCNCC2)[C@H]1O	-2
Cc1ccc(F)cc1CNC(=O)CCC1(Cc2ccc(Cl)cc2)CCC(=O)N1 (stereo not given)	-7
COC(=O)N=Nc1c(O)[nH]c2ccccc12	8
Cc1ccc(C(=O)OCC(=O)Nc2cccc(Cl)c2)cc1	-7
O=C(CN1C(=O)S/C(=C\c2ccccn2)C1=O)Nc1ccc(F)cc1	-10
COC(=O)c1nnn(Cc2c(Cl)cccc2Cl)c1C(=O)OC	-9
N#CC1C(=N)SC(=N)C(C#N)C1c1c(Cl)cccc1Cl (stereo not given)	1
CCOn1cnc2c1OC(OCC(=O)c1ccc(Cl)cc1)=NN2c1ccc(F)cc1	14
Cc1ccc(C(=O)Oc2c(CN3CCN(C)CC3)cc(Cl)c3cccnc23)cc1	3
CCOc1ccc(NS(=O)(=O)c2ccc(NC(=O)COc3ccc(Br)cc3Cl)cc2)cc1	-1
CCN(CC)CCN(C(=O)c1ccco1)c1nc2ccc(F)cc2s1	10
Cc1ncoc1C(=O)N1CCCC(C(=O)c2ccc3c4c(cccc24)CC3)C1 (stereo not given)	-13
Cc1nc(N2CCCCCCC2)ncc1C(C)NC(=O)C(C)C (stereo not given)	-4
Cc1cc(C(F)(F)F)n2nc(-c3ccc(Br)cc3)cc2n1	5
COC(=O)c1ccc(Oc2ccc(Cl)c(Cl)c2)nc1	9
CCN(CC)C(=S)NC(=O)Cc1ccccc1	-5
Cc1c(N(C)C(=O)c2cncc(Br)c2)c(=O)n(-c2ccccc2)n1C	-6
COc1ccccc1CCNC(=O)C1(c2cccs2)CCOCC1	-7
CN(C)c1nc(-c2ccc(-c3ccc(-c4nnc(-c5ccccc5)o4)cc3)cc2)cc(=S)s1	-7
CNC(CC(O)c1ccccc1)c1ccccc1 (stereo not given)	6
CCOC(=O)C1(CCCc2ccccc2)CCN(C(=O)C(C)n2cncn2)CC1 (stereo not given)	7
CCOC(=O)C1CCN(C(=O)C2CCN(S(=O)(=O)c3c(C)noc3/C=C/c3ccc(C)cc3)CC2)CC1	7
Cc1ccc(OCC(=O)N=C2C(=O)N(c3ccccc3)N(C)C2C)c(C)c1 (stereo not given)	-4
O=C1C(=NCc2ccccc2)C(SCc2ccccc2)C=NN1Cc1ccccc1 (stereo not given)	5
CC(C)CN1CCC(C2CCN(Cc3cc(C#CCO)cs3)C2)CC1 (stereo not given)	8
c1ccc(Sc2c(-c3ccccc3)nc3ncccn23)cc1	-5
Cc1cnc(C)c(-c2ccc3c(c2)CC(CNC(=O)CCC2CCCCC2)O3)n1 (stereo not given)	-7
CC(C)(C)C1CCc2c(sc3nc(SCC(=O)Nc4ccc(F)cc4)n(-c4ccccc4)c(=O)c23)C1 (stereo not given)	2
CC(CNC(=O)CCc1ccccc1)NC(=O)CCc1ccccc1 (stereo not given)	-10
Cc1c(C(=O)N2CCCc3ccccc32)nnn1-c1cccc(Cl)c1	-4
Cc1cn2c3c(=O)n(C)c(=O)n(C)c3nc2n1C1CCCCC1	-6
CCOc1ccccc1NC(=O)CSc1ncc(S(=O)(=O)c2ccc(C)c(C)c2)c(N)n1	-4
Cn1cc(C(c2ccc(Br)o2)c2cn(C)c3ccccc23)c2ccccc21	0
CC(NC(=O)COc1ccc(Br)cc1)C12CC3CC(CC(C3)C1)C2 (stereo not given)	-6
CCn1c(=O)cc(SCC(=O)NCc2ccccc2OC)c2ccccc21	-6
O=C(NCc1ccccc1)C1CCCN(C2CCN(C(=O)C3CCCC3)CC2)C1 (stereo not given)	-1
CCCN1CCN(CC(=O)Nc2cccc(C(F)(F)F)c2)CC1	12
CC(C)(c1cccs1)c1ccc(C(C)(C)c2cccs2)s1	-2

Another view of 2 compounds above.
SMILES,RBX1-CUL1 inh
Cn1cc(C(c2ccc(Br)o2)c2cn(C)c3ccccc23)c2ccccc21,0
CC(NC(=O)COc1ccc(Br)cc1)C12CC3CC(CC(C3)C1)C2 (stereo not given),-6

(listing goes on)
SMILES	RBX1-CUL1 inh
CN1C(=O)Cc2cc(S(=O)(=O)CCC(=O)Nc3ccc(OC(F)(F)F)cc3)ccc21	-5
CC1=CSC2=NC(=O)/C(=C/c3cc(C)n(-c4ccc(Cl)cc4)c3C)C(=N)N12	3
CC(=O)c1cccc(NC(=O)C(C)C)c1	1
CCOC(=O)c1cnc2c(ccc3ccccc32)c1Nc1ccc(OCC)cc1	-2
COc1ccc2ccccc2c1/C=C1\C(C)=C(C#N)c2nc(N)c(C#N)c(C)c21	7
CCCCn1c(=O)c2c(nc3oc(C)c(C)n32)n(C)c1=O	-2
CC(Cc1cccs1)NC(=O)Cn1cc(NC(=O)CCOc2ccccc2)cn1 (stereo not given)	5
Cc1nnc(SCC(=O)NCc2ccccc2Cl)c2nn(-c3ccccc3)c(C)c12	1
O=C1N(C2CCCC2)C[C@@H]2C[C@@H](c3ccc(Oc4ncccn4)cc3)N3CCC[C@@]123	3
N#Cc1cccc(N=Cc2ccccc2[N+](=O)[O-])c1	-9
CCCN1C(=O)c2ccc(C(=O)Nc3ccccc3C(=O)O)cc2C1=O	2
CCOC(=O)c1cnc(SC)nc1Nc1cc(C)nn1C	2
Cc1cc(C)c(C#N)c(SCC(=O)NC(C)C23CC4CC(CC(C4)C2)C3)n1 (stereo not given)	3
Nc1ccc(S(=O)(=O)Nc2ccc(I)cc2)cc1	-10
COC(=O)C1CS(=O)(=O)CCC1=O (stereo not given)	-3
Cc1ccc(C(=O)Nc2cccc3ccccc23)cc1C	6
CCOC(=O)c1cnc2ccc(Cl)cc2c1Nc1ccc(N2CCOCC2)cc1	1
O=C(NCC1CCCN(C(=O)NCCc2ccccc2)C1)c1cccnc1 (stereo not given)	0
O=S(=O)(c1cccc(F)c1)N1CCN(Cc2ccccc2)CC1	-1
NC(=S)NC(=O)c1cccs1	7
OC1Cc2cc(I)ccc2Sc2ccccc21 (stereo not given)	-4
CC1(C)C2NC(=O)NC1NC(=O)N2	10
COc1ccc(C(=O)O)cc1S(=O)(=O)N(C)C	2
CC(=O)Nc1ccc2nc(SCC(=O)Nc3nnc(SCc4cccc(Br)c4)s3)sc2c1	7
CN1C(=O)c2ccccc2Sc2ccc(NC(=O)N3CCN(c4ccccc4F)CC3)cc21	-2
Cc1ccc(C(=O)CC(C(N)=O)N2CCCC2=O)c(C)c1C (stereo not given)	-8
Cc1ccc(C(=O)O/C(=C/c2nc3ccccc3n2Cc2ccc(Br)cc2)c2ccc(C)cc2)cc1	-6
O=C1c2ccccc2C2=Nc3ccccc3SC(c3cccc(O)c3)C12 (stereo not given)	-1
COc1ccc2nc(N(Cc3cccnc3)C(=O)COc3ccccc3)sc2c1	-9
COc1cc(-c2[nH]nc3c2C(c2ccccc2Cl)C(C#N)C(=N)O3)cc(OC)c1OC (stereo not given)	-3

In the list so far, these have a CF3 group:
SMILES	RBX1-CUL1 inh
Cc1cc(C(F)(F)F)n2nc(-c3ccc(Br)cc3)cc2n1	5
CCCN1CCN(CC(=O)Nc2cccc(C(F)(F)F)c2)CC1	12
CN1C(=O)Cc2cc(S(=O)(=O)CCC(=O)Nc3ccc(OC(F)(F)F)cc3)ccc21	-5

4 of the compounds above, with the structure last:
RBX1-CUL1 inh,structure
-6,Cc1ccc(C(=O)O/C(=C/c2nc3ccccc3n2Cc2ccc(Br)cc2)c2ccc(C)cc2)cc1
-1,O=C1c2ccccc2C2=Nc3ccccc3SC(c3cccc(O)c3)C12 (stereo not given)
-9,COc1ccc2nc(N(Cc3cccnc3)C(=O)COc3ccccc3)sc2c1
-3,COc1cc(-c2[nH]nc3c2C(c2ccccc2Cl)C(C#N)C(=N)O3)cc(OC)c1OC (stereo not given)

Additional entries follow.
SMILES	RBX1-CUL1 inh
CCOC(=O)N1CCc2c(sc3c2c(=O)n(CCc2ccccc2)c(=O)n3CC(=O)Nc2ccc(C)cc2)C1	-5
Cc1ccc(NC(=O)Nc2ccccc2OCc2cc(=O)n3ccccc3n2)c(Cl)c1	-2
O=C(COc1ccc(F)cc1)Nc1ccc2nc(SCC(=O)N3CCCC3)sc2c1	0
CCCN1C(=O)C(C(=O)NNC(=O)c2ccc([N+](=O)[O-])cc2)C(=O)c2ccccc21 (stereo not given)	10
C=C(C)COc1cccc(C(=O)Nc2ncn[nH]2)c1	10
N#CCC(=O)NCC1OCCc2ccccc21 (stereo not given)	-2
COc1ccc2ncc3c(-c4ccc(C)c(C)c4)nn(CC(=O)NC4CCCC4)c3c2c1	4
CCOC(=O)c1c(NC(=O)c2cccs2)sc(C)c1-c1ccc(OC)cc1	3
